# Assay outcomes deposited in PubChem by several laboratories.
# Arrestin-AP2 inh = human beta-arrestin and AP2 interaction inhibition | FITC-arrestin peptide / GST-AP2 beads, flow cytometry; AP2 beta2 appendage carries R879A mutation | 0.31% of 340,000 active | inhibition, % at 10 µM;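 active means inhibition above a set limit, near 3 SD of compounds lacking own fluorescence, cut at about 54% in these data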;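 further: plate controls were DMSO wells for no effect and 5 µM unlabelled arrestin peptide for full effect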
#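 test system = AP2 appendage R879A on GSH beads | buffer or medium = PBS plus Tween 20 (0.05%) and BSA (0.1%) | incubation = 12 min plus 1 h, RT | detection = bead flow cytometry, FITC channel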
# HTR5A inv ag = HTR5A inverse agonism, opioid heterodimer counter-screen. AID 504634. HTR5A cell line, luminescence. inhibition, % at 9.3 µM. 0.083% of 340,000 active; in the data active means inhibition mostly above about 23%, no sharp cut-off; inactive means mostly below about 18%;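 further: 0% = cells with DMSO and 100% = no-cell wells with DMSO; some compounds called inactive have numbers as strong as hits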
# MOR-DOR inv ag = mu-delta opioid heterodimer inverse agonism | P35372+P41143 | cell-based MOR-DOR heterodimer luminescence | inhibition, % at 9.3 µM | 0.21% of 340,000 active | AID 504357; in the data active means inhibition above about 22%, passing the limit was not always enough;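 further: 0% = cells with DMSO and 100% = wells without cells with DMSO; values of inactives mirror those of a sister screen read the other way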
# HTR5A ag = activates human HTR5A in OPRM1-OPRD1 agonist counter-screen; P47898; HTR5A agonist assay, luminescence, cell-based; activation, % at 9.3 µM; 0.61% of 340,000 active; AID 504692; in the data active means activation mostly above about 9.5%, no sharp cut-off; inactive means mostly below about 7.6%;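 further: 0% = cells with vehicle only and 100% = reference agonist; strong numbers were not always called active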
# DAGLB inh = diacylglycerol lipase beta (human) inhibition. Q8NCG7. HEK293T DAGLB membrane lysate, EnzChek fluorogenic substrate. inhibition, % at 5.17 µM. 0.059% of 340,000 active; in the data active means inhibition above about 34%;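 further: 0% = enzyme with vehicle and 100% = wells lacking enzyme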
# Target sequence (Q8NCG7 whole entry, looked up): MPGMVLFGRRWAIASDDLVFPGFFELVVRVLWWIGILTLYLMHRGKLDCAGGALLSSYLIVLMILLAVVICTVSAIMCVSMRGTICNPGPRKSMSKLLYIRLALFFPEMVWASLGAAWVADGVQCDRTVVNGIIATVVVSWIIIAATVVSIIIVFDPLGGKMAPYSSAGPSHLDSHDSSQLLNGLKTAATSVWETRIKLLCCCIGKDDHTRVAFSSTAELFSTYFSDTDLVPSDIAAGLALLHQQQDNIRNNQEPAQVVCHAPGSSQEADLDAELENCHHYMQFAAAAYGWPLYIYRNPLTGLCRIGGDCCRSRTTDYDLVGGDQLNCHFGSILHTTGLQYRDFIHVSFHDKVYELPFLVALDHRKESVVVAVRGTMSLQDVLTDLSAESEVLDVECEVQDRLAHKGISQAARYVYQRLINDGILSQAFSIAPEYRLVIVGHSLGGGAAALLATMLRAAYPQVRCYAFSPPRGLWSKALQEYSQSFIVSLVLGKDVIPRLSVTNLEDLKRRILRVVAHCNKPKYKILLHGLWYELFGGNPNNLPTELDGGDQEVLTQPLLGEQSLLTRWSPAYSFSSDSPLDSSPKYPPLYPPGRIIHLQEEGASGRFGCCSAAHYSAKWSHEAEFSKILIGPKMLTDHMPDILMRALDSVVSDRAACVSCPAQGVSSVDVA
# PKA-R2B activ = PKA-R2B complex activation. P22694+P31323. PKA-R2B holoenzyme dissociation, Cy5-IP20 fluorescence polarization; R2B truncated from residue 108, S112A mutant; 0% DMSO only, 100% 113 µM cGMP. activation, % at 11.4 µM. 0.079% of 340,000 active. AID 504700;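 active means activation above a cutoff set at the mean over all compounds plus 3 SD, cut at about 18% in these data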;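 further: higher means more holoenzyme dissociation and a rise in polarization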
# PKA-R1A activ = activators of PKA-R1A complex | P00514+P68181 | PKA-R1A dissociation, Cy5-IP20 fluorescence polarization; scaled: DMSO 0%, 113 µM cGMP 100% | activation, % at 11.4 µM | 0.083% of 340,000 active | AID 504707;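 active means percent activation above the mean of all tested compounds plus 3 SD, cut at about 19% in these data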;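 further: higher means more PKAc released from R1A so a rise in polarization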
# DSG3 Ab inh = inhibitors of pemphigus antibody binding to human desmoglein-3; DSG3-coupled beads, scFv-anti-DSG3-GFP binding, flow cytometry; active compounds read low; 0.48% of 310,000 active; AID 588358; P32926; binding (percent of control), % at 10 µM;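 active means binding more than 3 SD below its plate's average and above zero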;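 further: hits lower antibody fragment binding to DSG3; some compounds called inactive have numbers as strong as hits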
# OPRM1-OPRD1 ag = OPRM1-OPRD1 heterodimerization agonism; P35372+P41143; cells, luminescence; activation, % at 9.3 µM; 0.3% of 340,000 active; AID 504326; in the data active means activation above about 18%;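 further: 0% = vehicle-treated cells and 100% = reference agonist; values of inactives mirror those of a sister screen read the other way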
# V-ATPase pHluor = regulators of yeast V-ATPase proton transport. response, % at 10 µM. 0.37% of 350,000 active. S. cerevisiae, pHLuorin cytosolic pH fluorescence. AID 504577; in the data active means response mostly above about 7.3%, no sharp cut-off; inactive means mostly below about 5.4%; further: actives read high; inactives centre near 0; some compounds called inactive have numbers as strong as hits; reference of the scale not given here
# Active calls of the source: *; nt = not tested or not shown. Outcome played no part in choosing rows. About 2.4% of those tested had a hit in this group.
SMILES,Arrestin-AP2 inh,HTR5A inv ag,MOR-DOR inv ag,HTR5A ag,DAGLB inh,PKA-R2B activ,PKA-R1A activ,DSG3 Ab inh,OPRM1-OPRD1 ag,V-ATPase pHluor
COc1ccc(/C=N/NC(=O)c2nonc2C)cc1,-11,6,-5,-1,0,1,4,97,0.8,0
COc1ccc([N+](=O)[O-])cc1/C=N/Nc1nn[nH]n1,3,1,25,0,4,-1,2,102,-4.8,5
Cc1c(Cl)cccc1NC(=O)Cc1cccs1,-2,-6,10,2,0,-13,-5,111,-2.0,0
C=CCOc1ccc(Oc2cc(C)nc(SC)n2)nn1,-10,-2,11,0,-2,1,-14,97,-2.0,-1
CCOc1ccc(C(=O)NCC(=O)OCC(=O)Nc2ccc(C)c(S(=O)(=O)N(C)C)c2)cc1,1,-10,1,4,3,-1,2,101,-0.1,2
CC(=O)Nc1ccc(N(CC(O)Cn2c3ccccc3c3ccccc32)S(=O)(=O)c2ccc(C)cc2)cc1 (stereo unspecified),6,-16,4,6,4,7,1,114,-0.7,-3
CCCC(=O)C1=C(O)C(C(=O)OC)C(C)(C)CC1=Nc1ccccc1 (stereo unspecified),0,10,5,-4,-9,-5,-12,nt,-1.3,2
Cn1c2cc(Br)sc2c2cnn(Cc3c(F)cccc3Cl)c(=O)c21,35,-20,7,5,-4,-9,11,99,-1.5,-2
CCP(=O)(c1ccccc1)C(C)(C)O (stereo unspecified),0,2,7,-4,2,-5,5,122,-1.6,6
CCOc1ccc(NC(=O)CN(C)C(=O)Cc2sc(C)nc2-c2ccc(F)cc2)cc1OCC,-1,19,5,-8,0,-7,2,94,-1.2,-3
CSc1cccc(NC(=O)CCCNC(=O)c2ccc(Cl)cc2)c1,7,7,-10,-3,-3,3,0,92,1.8,-3
COc1ccc(-c2noc(C(C)NC(=O)c3ccco3)n2)cc1OC (stereo unspecified),2,2,3,-1,1,9,-8,nt,-0.4,-2

# Rewritten as tab-separated lines: part of the list above
canonical_smiles	Arrestin-AP2 inh	HTR5A inv ag	MOR-DOR inv ag	HTR5A ag	DAGLB inh	PKA-R2B activ	PKA-R1A activ	DSG3 Ab inh	OPRM1-OPRD1 ag	V-ATPase pHluor
CCOc1ccc(C(=O)NCC(=O)OCC(=O)Nc2ccc(C)c(S(=O)(=O)N(C)C)c2)cc1	1	-10	1	4	3	-1	2	101	-0.1	2
CC(=O)Nc1ccc(N(CC(O)Cn2c3ccccc3c3ccccc32)S(=O)(=O)c2ccc(C)cc2)cc1 (stereo unspecified)	6	-16	4	6	4	7	1	114	-0.7	-3
CCCC(=O)C1=C(O)C(C(=O)OC)C(C)(C)CC1=Nc1ccccc1 (stereo unspecified)	0	10	5	-4	-9	-5	-12	nt	-1.3	2
Cn1c2cc(Br)sc2c2cnn(Cc3c(F)cccc3Cl)c(=O)c21	35	-20	7	5	-4	-9	11	99	-1.5	-2

# New compounds follow
SMILES,Arrestin-AP2 inh,HTR5A inv ag,MOR-DOR inv ag,HTR5A ag,DAGLB inh,PKA-R2B activ,PKA-R1A activ,DSG3 Ab inh,OPRM1-OPRD1 ag,V-ATPase pHluor
Cc1ccc(COc2ccsc2C(=O)O)cc1,-2,-6,19,1,-1,3,6,114,-4.1,-2
O=C(NCC(=O)N(Cc1ccco1)C(C(=O)NC1CCCC1)c1cccnc1)c1ccco1 (stereo unspecified),19,-4,12,2,-1,-4,-3,103,-2.2,-1
CC(=O)c1ccc(NC(=O)C(C)OC(=O)C2CC(=O)N(c3ccc4c(c3)OCCO4)C2)cc1 (stereo unspecified),-9,-19,6,-3,-2,-17,-9,122,-1.2,3
S=c1[nH]nc(-c2cc(-c3ccco3)[nH]n2)n1-c1ccccc1,2,25,1,-2,0,1,-12,77,-0.2,-3
COc1ccc(CCNC(=O)CSc2cccc3cccnc23)cc1OC,44,-7,7,-1,-1,13,0,94,-1.4,3
CN1OC[C@@H]2CN(C(=O)C(C)(C)C)[C@H](c3cccc(Br)c3)C[C@@H]21,1,-1,-9,0,-2,-3,-2,99,1.8,1
Cc1ccc(OCc2cc(C(=O)NCCn3cccn3)no2)cc1C,9,-13,3,2,3,4,-2,90,-0.6,-1
CC(=O)NC12CC3CC(C1)CC(C(=O)OCC(=O)Nc1ncc(Cl)cc1Cl)(C3)C2,22,4,3,2,1,2,5,106,-0.5,1
CC(=O)c1cccc(N=c2scc(-c3ccc(S(=O)(=O)N4CCOCC4)cc3)n2CCO)c1,3,2,-1,-2,-3,-5,-6,97,0.2,-1
O=C(c1ccc(=O)[nH]n1)N1CCN(S(=O)(=O)c2cccc(F)c2)CC1,-2,3,-4,-1,1,8,2,104,0.6,-2
CC(=O)N1CCN(c2ccc(NCc3ccc(Br)o3)cc2)CC1,9,-4,-7,0,7,10,6,95,1.3,9
Cc1nn(-c2ccc3ccccc3c2)c(=O)c2ccccc12,8,-13,-7,5,-6,9,6,85,1.1,-1

# Reformatted with values under each structure: part of the list above.
# Second line of a record – Arrestin-AP2 inh, HTR5A inv ag, MOR-DOR inv ag, HTR5A ag, DAGLB inh, PKA-R2B activ, PKA-R1A activ, DSG3 Ab inh, OPRM1-OPRD1 ag, V-ATPase pHluor
> Cc1ccc(OCc2cc(C(=O)NCCn3cccn3)no2)cc1C
    9, -13, 3, 2, 3, 4, -2, 90, -0.6, -1
> Cc1ccc(COc2ccsc2C(=O)O)cc1
    -2, -6, 19, 1, -1, 3, 6, 114, -4.1, -2

# The list goes on.
SMILES,Arrestin-AP2 inh,HTR5A inv ag,MOR-DOR inv ag,HTR5A ag,DAGLB inh,PKA-R2B activ,PKA-R1A activ,DSG3 Ab inh,OPRM1-OPRD1 ag,V-ATPase pHluor
COc1ccc(Cl)cc1NC(=O)C(C)NC(c1ccccc1)c1ccccc1 (stereo unspecified),29,-5,-6,4,-12,0,-9,103,1.4,-1
O=C(Nc1ccc(Cl)cn1)Nc1ccccc1Cl,nt,-20,-16,-4,1,1,-1,110,3.4,-1
COC(=O)c1ccc(NC(c2ccc(Cl)cc2)P(=O)(OC)OC)cc1 (stereo unspecified),13,11,7,5,2,2,6,77,-1.3,-4
Cc1ccc(C)c(N2C(=O)CC(N3CCN(Cc4ccc5c(c4)OCO5)CC3)C2=O)c1 (stereo unspecified),2,-6,2,6,0,-4,-3,104,-0.4,-2
O=C(CNC(=O)c1ccccc1)OCc1cccc([N+](=O)[O-])c1,4,4,15,-3,0,-5,-5,86,-3.1,-8
COc1ccc(C)cc1NC(=O)C(OC(=O)CNC(=O)c1cccc(F)c1)c1ccccc1 (stereo unspecified),7,-7,-26,2,-4,-6,0,95,3.5,10*
COc1cc2c(C(=O)N(C)c3ccc(F)cc3)cn(C)c(=O)c2cc1OC,-7,1,17,0,1,-14,2,102,-3.5,-1
CCC(CC)C(=O)Nc1c2c(nn1-c1ccc(C)cc1)CS(=O)(=O)C2,6,-8,3,2,6,-3,-10,102,-0.6,3
Cc1ccc(C(=O)NCCNS(=O)(=O)c2ccccc2)cn1,30,-11,1,-3,0,7,-7,61,-0.1,0
O=C(NCc1ccco1)c1cc(S(=O)(=O)NC2CC2)ccc1Br,7,-4,4,1,-1,0,3,96,-0.8,7
COc1ccc(CCn2c(-c3cccc([N+](=O)[O-])c3)nc3nc4ccccc4nc32)cc1OC,2,-4,21,2,2,-6,4,87,-3.9,3
C=CCOc1ccc(C2NC(=S)NC(C)=C2C(=O)c2ccccc2)cc1OC (stereo unspecified),-4,-5,7,2,-3,3,1,97,-1.4,-2
Cc1ccc(CCNS(=O)(=O)c2c(C)nc3sccn3c2=O)cc1,19,-10,-3,-1,3,7,6,112,0.6,1
COc1ccc(COC[C@H](C)[C@H](O)[C@@H](C)[C@H]2OC(=O)[C@@H]2C)cc1,-4,-13,13,5,0,9,-13,103,-2.9,-1
Cc1ccc(CN(Cc2ccco2)S(=O)(=O)c2ccc(S(=O)(=O)NCC3CCCO3)cc2)cc1 (stereo unspecified),4,-4,-48,1,-5,-1,2,98,9.2,4
Cc1cc(C)cc(NC(=O)C(C)N2C(=O)c3ccccc3C2=O)c1 (stereo unspecified),-1,14,-2,7,0,-9,-3,107,0.4,-1
O=C(Nc1sc2c(c1C(=O)NCC(O)CO)CCCC2)c1ccccc1 (stereo unspecified),36,-14,12,4,0,-4,-1,108,-2.3,2
O=C(NCc1ccncc1)C(=O)NCC1OCCN1S(=O)(=O)c1ccc(F)cc1 (stereo unspecified),-8,0,11,5,5,9,-12,104,-2.1,2
CC(C)CC1Nc2ncnc(N3CCOCC3)c2N(Cc2ccc(Br)cc2)C1=O (stereo unspecified),-5,-21,-4,1,2,-10,-6,98,0.9,-3
S=C(NCCCN1CCOCC1)Nc1ccc(Nc2ccccc2)cc1,19,21,9,2,-1,-3,2,109,-1.8,2
CCn1c(=O)c(C(=O)NNS(=O)(=O)c2ccc(NC(=O)OC)cc2)c(O)c2ccccc21,-4,-13,-5,4,0,0,3,135,0.6,1
O=C(O)CSc1nnc2n(-c3ccccc3)c(=O)c3ccccc3n12,6,4,-3,1,0,-2,6,97,0.4,5
O=C(CSc1nnc(-c2ccncc2)o1)Nc1cccc(F)c1,-14,1,6,0,2,-3,-16,102,-0.9,-2
COc1cc(NC(=O)c2csc3c2CCCC3)ncn1,-3,1,-4,0,-10,-3,-7,97,0.7,1
COc1ccc(CN2C(=O)C(C)N(C(=O)c3c(F)cccc3F)c3ccccc32)cc1 (stereo unspecified),-4,-12,-2,3,-7,9,1,93,0.4,-1
CC1(C)CC(=O)C2=C(C1)NC(SCC(=O)Nc1ccccc1)=C(C#N)C2c1ccco1 (stereo unspecified),13,3,-5,-5,-14,6,2,99,0.8,-1
COc1ccc(OC)c(CCNC(=O)CC2(CC3=NS(=O)(=O)c4ccccc4N3)CCCC2)c1,1,-4,11,1,2,-8,-8,103,-2.1,-2
